Screens as filed in PubChem BioAssay.
IMPase cell inh = cell-permeable inhibitors of inositol monophosphatase (IMPase); inhibition (IP1 accumulation), % at 46.1 µM; CHO-M1 cells, IP1 accumulation, HTRF TR-FRET ratio; 120,000 tested, under 10 active; active means well fitted curve in the direction sought with a large enough effect in the signal ratio, not every such curve was filed as active; inconclusive means small, poorly fitted or top-dose-only effect, or a change in a side signal; inactive means no such curve, though single readings can be large or run the other way; the % refers to the signal ratio;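 further: cells stimulated with carbachol in lithium chloride buffer; plate controls were DMSO basal wells for no effect and reference inhibitor wells for full effect; higher means more IMPase inhibition seen as more IP1 and lower FRET ratio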
Target sequence (P97697 whole entry, looked up): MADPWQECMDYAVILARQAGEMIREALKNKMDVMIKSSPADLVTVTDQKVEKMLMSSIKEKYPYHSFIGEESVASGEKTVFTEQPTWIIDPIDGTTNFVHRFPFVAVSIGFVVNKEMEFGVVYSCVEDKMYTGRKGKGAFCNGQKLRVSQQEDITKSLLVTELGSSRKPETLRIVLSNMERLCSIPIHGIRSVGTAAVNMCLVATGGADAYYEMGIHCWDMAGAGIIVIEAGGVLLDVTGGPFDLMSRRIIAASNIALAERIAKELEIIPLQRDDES
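CHO-M1, 2000 cells/well, cultured 16–30 h; cpd up to 46 uM; carbachol (50 uM solution, stimulation buffer w/ 50 mM LiCl, pH 7.4), 30 min 37C; IP-One TR-FRET, 10 min RT; Ex 320/Em 665, 620; Hill-fit AC50.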
15-hLO-2 inh = blocks human 15-lipoxygenase 2 activity. O15296. AID 881. Potency, µM (top dose mostly 57.1 µM), for inactives: top-dose activity change, negative = inhibition, usual class: inhibitors. 110,000 tested, 0.56% active. purified 15hLO-2, xylenol orange hydroperoxide absorbance; further: potency means the concentration at half of the fitted maximal effect; nearly all actives have a fitted effect of over 60% in size; many of its hits are not listed in these tables
Target sequence (O15296 whole entry, looked up): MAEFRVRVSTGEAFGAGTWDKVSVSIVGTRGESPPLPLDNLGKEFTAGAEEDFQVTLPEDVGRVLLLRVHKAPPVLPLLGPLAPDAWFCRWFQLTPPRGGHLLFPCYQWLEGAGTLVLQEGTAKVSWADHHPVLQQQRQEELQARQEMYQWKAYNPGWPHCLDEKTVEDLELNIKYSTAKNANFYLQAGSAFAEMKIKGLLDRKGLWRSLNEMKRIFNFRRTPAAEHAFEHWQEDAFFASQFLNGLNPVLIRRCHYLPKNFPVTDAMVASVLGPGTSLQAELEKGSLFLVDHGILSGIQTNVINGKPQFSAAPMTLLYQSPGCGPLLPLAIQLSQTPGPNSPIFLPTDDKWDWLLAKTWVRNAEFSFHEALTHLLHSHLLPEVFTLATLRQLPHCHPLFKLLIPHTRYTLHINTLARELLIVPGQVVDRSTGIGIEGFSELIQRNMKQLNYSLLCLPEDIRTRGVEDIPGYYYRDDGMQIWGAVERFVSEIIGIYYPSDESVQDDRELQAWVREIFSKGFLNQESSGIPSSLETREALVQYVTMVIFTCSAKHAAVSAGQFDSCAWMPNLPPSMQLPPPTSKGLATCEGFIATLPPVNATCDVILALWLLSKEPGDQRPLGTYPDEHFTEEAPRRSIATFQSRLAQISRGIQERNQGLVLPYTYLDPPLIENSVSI
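Screening format was qHTS against 50 nM purified 15hLO-2 in Hepes pH 7.5 with detergent. Activity follows hydroperoxide formation from 45 uM arachidonic acid, measured as 573:405 nm absorbance ratio of the ferric-xylenol orange complex.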
PNC assembly inh = blocks assembly of the perinucleolar compartment; 140,000 tested, 3.1% active; activity change (PNC), negative = inhibition, % at 10 µM; AID 2417; PC3M PTB-GFP, PNC prevalence imaging, 16 h; hits give low values;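 active means readout at or below -70, meaning at least 70% loss of cells showing the perinucleolar compartment, a nuclear body marking cancer cells; inconclusive means readout between -30 and a set limit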;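 further: plate controls were DMSO wells for no effect and camptothecin positive control wells for full effect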
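Read-out is percentage of cells bearing a perinucleolar compartment, from automated 20x imaging of fixed, Hoechst-stained PC3M PTB-GFP cells. Cells were seeded 4 h, then exposed 16 h to compound (23 nl of library stock) in duplicate plates.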
ALOX12 inhib = 12-hLO (ALOX12) enzyme inhibition | P18054 | purified 12-hLO, xylenol orange hydroperoxide absorbance | Potency, µM (titrated, usually from 57.1 µM), inactives show at the highest dose activity change, negative = inhibition, actives largely listed as inhibitors | 150,000 tested, 0.12% active; further: potency means the concentration at half of the fitted maximal effect; nearly all actives have a fitted effect of over 55% in size; many of its hits are not listed in these tables
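Lipoxygenase turnover measured by absorbance at 573 and 405 nm after Fe-XO development. Human 12hLO 150 nM, arachidonate 40 uM, pH 7.0 Hepes buffer with detergent; 15 min compound preincubation, 30 min reaction.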
* hit, by the source's call; ? = inconclusive; / = not tested or not shown; [ ] = remark or other dose. Unless noted, the call rests on the fitted dose curve; in most records, active means well fitted curve in the direction sought with a large enough effect; inconclusive means small, poorly fitted or top-dose-only effect, or another doubt; inactive means no such curve, though single readings can be large; an effect the other way counts as inactive or inconclusive. Unless noted, on the % scale 0 is the no-effect control and ±100 the full control effect.

SMILES	IMPase cell inh	15-hLO-2 inh	PNC assembly inh	ALOX12 inhib
CCn1c(=S)[nH]c2ccccc21	5	-16%	?	-3%
CCc1ccc(C2C3=C(CC(C)(C)CC3=O)OC3=C2C(=O)CC(C)(C)C3)cc1	/	/	0	2%
CSc1nc(-c2ccc(Cl)cc2)nn1S(=O)(=O)c1ccccc1	-6	/	29	1%
C=C(Br)Cn1c(CC)nc2ccccc21	4	2%	12	-4%
O=C(NCc1ccco1)c1cc2nc(-c3ccc4c(c3)OCO4)cc(C(F)(F)F)n2n1	-4	-23%	?	-28%
CSc1cccc(NC(=O)c2ccco2)c1	-1	-5%	-20	-5%
O=C(CCC1CCCCC1)N1CCN(Cc2ccc3c(c2)OCO3)CC1	6	14%	?	-4%
N#CCCn1c(=O)c(-c2ccccc2)nc2cnc(OCc3ccccc3)nc21	/	-1%	/	-7%
C=C(C)CSc1nnc(CCNC(=O)OC(C)(C)C)o1	-2	11%	-16	-2%
COc1ccc(C(C)=O)cc1COC(=O)c1cnc(C)cn1	4	2%	14	-5%
Cc1cc(C)n(C(CC(=O)O)C(=O)O)n1 (stereo not given)	3	3%	29	6%
CCCCOc1ccc(C2C(C(=O)c3ccc(C)o3)=C(O)C(=O)N2CC2CCCO2)cc1 (stereo not given)	/	/	18	15%
O=C(Nc1cc2c(cc1Br)OCCCO2)c1ccccc1	/	/	12	-3%
Cc1ccc(C)c(OCCSc2nnc(-c3cccnc3)n2N)c1	/	/	-30	-1%
COc1cc(Nc2ccc(C(=O)O)cc2[N+](=O)[O-])cc(OC)c1	/	/	-11	-8%
CC1Cc2ccccc2N1C(=O)c1cc2c(=O)n3ccccc3nc2n1C (stereo not given)	0	-12%	-1	-4%
COc1ccc(NC(=O)CN(C)C(=O)c2ccc(C)s2)cc1	-28	-2%	32	-1%
COc1ccc(S(=O)(=O)N(C)CC(=O)Nc2cccc(C(C)=O)c2)cc1Cl	3	1%	37	6%
Cc1ccc2nc(SCC(=O)NCc3ccco3)[nH]c2c1	-3	13%	-17	-2%
CS(=O)(=O)N(CC(=O)NCc1ccc(Cl)cc1)C1CCCCC1	6	/	-19	-2%

Single records, as listed above. Screens in order: IMPase cell inh, 15-hLO-2 inh, PNC assembly inh, ALOX12 inhib
`CC1Cc2ccccc2N1C(=O)c1cc2c(=O)n3ccccc3nc2n1C` (stereo not given) is entered as 0, -12%, -1, -4%
`COc1ccc(S(=O)(=O)N(C)CC(=O)Nc2cccc(C(C)=O)c2)cc1Cl` is entered as 3, 1%, 37, 6%
`COc1cc(Nc2ccc(C(=O)O)cc2[N+](=O)[O-])cc(OC)c1` is entered as /, /, -11, -8%
`Cc1cc(C)n(C(CC(=O)O)C(=O)O)n1` (stereo not given) is entered as 3, 3%, 29, 6%
`O=C(NCc1ccco1)c1cc2nc(-c3ccc4c(c3)OCO4)cc(C(F)(F)F)n2n1` is entered as -4, -23%, ?, -28%

The list goes on:
SMILES	IMPase cell inh	15-hLO-2 inh	PNC assembly inh	ALOX12 inhib
COc1ccc([N+](=O)[O-])cc1NCc1ccccc1C	-1	0%	35	-1%
Cc1ccc(-n2nnnc2SCC(=O)c2cc(C)n(CC3CCCO3)c2C)cc1 (stereo not given)	2	8%	-4	-3%
Cc1ccc(C)c(Cc2c(C)nc3c(C(=O)N4CCOCC4)cnn3c2C)c1	-5	4%	?	3%
CCOC(=O)c1c(C)nc2sc(C(=O)Nc3ccc(OC)cc3)c(N)c2c1-c1ccc(OC)cc1	2	-11%	-14	2%
Cc1ccc(NC2=Nc3ccccc3N3C2=Nc2c(c(C)nn2-c2ccccc2)C3c2ccc(O)c(O)c2)cc1 (stereo not given)	-8	-14%	-13	?
Cc1ccc(CNC(=O)C(C)OC(=O)c2cccs2)cc1 (stereo not given)	-1	-10%	0	-5%
CCOC(=O)C1C(=O)OC(C)(C)C1C(C)C(=O)c1ccc(C)cc1 (stereo not given)	3	4%	1	2%
Cc1ccc(C(=O)N(c2ccccn2)C(C)c2ccco2)cc1C (stereo not given)	-3	-4%	-21	5%
O=C1CN(C(=O)CN2CCOCC2)C(c2ccccc2)c2cc(Br)ccc2N1 (stereo not given)	5	-2%	-13	-4%
Cc1ccc(S(=O)(=O)N2CCN(C(=O)c3cc4c(C)nn(-c5ccccc5C)c4s3)CC2)cc1	1	-3%	94	-18%
CCn1c(=O)cc(SCC(=O)NCc2ccc3c(c2)OCO3)c2ccccc21	-11	-6%	24	-6%
Cc1ccsc1/C=C(\C#N)C(=O)NCc1cccnc1	/	/	32	1%
CCCC(=O)N(CCN(Cc1ccccc1)C(=O)CCC)Cc1ccccc1	7	-1%	21	4%
CCOC(=O)CCC(=O)N1CCOCCOCCOCC1	2	3%	-11	10%
O=C(c1ccccc1)n1c(=S)nc2ccccn21	8	-7%	21	-3%
O=C(NCc1ccco1)c1nc2c(nnn2Cc2ccccc2Cl)c(=O)[nH]1	-3	/	2	-1%
O=C(c1ccco1)N1CCN(C(c2cccs2)c2sc3ncnn3c2O)CC1 (stereo not given)	0	-4%	3	3%
COc1ccc(S(=O)(=O)Nc2ccc(NC(C)=O)cc2)cc1	?	4%	16	-6%
COCCN(C(=O)c1csnn1)C(C(=O)NC(C)(C)C)c1cccc(OC)c1 (stereo not given)	3	-2%	?	-2%
O=c1cc(-c2c(F)c(F)c(F)c(F)c2F)oc2c(F)c(F)c(F)c(F)c12	-11	-2%	-12	-4%

Looked up above:
Reading of Cc1ccc(CNC(=O)C(C)OC(=O)c2cccs2)cc1 (stereo not given) under 15-hLO-2 inh: -10%
Reading of CCn1c(=O)cc(SCC(=O)NCc2ccc3c(c2)OCO3)c2ccccc21 under IMPase cell inh: -11

Additional results:
SMILES	IMPase cell inh	15-hLO-2 inh	PNC assembly inh	ALOX12 inhib
O/N=C1\CCC\C1=C/c1ccco1	6	-6%	?	-8%
CCn1cc(Br)c(C(=O)NN)n1	-2	5%	26	1%
COc1ccccc1N1CCN(CCNC(=O)Nc2cccc(C)c2C)CC1	-3	24%	47	-9%
COc1ccc(-n2nc(C(=O)NCC(=O)NCC3CCCO3)c3ccccc3c2=O)c(OC)c1 (stereo not given)	0	1%	?	-4%
O=C1c2ccccc2C(=O)c2c1cccc2N1CCN(Cc2ccccc2)CC1	8	58%[activator]	?	-11%
CSc1ccc(NC(=O)NCCN2CCc3ccccc3C2)cc1	2	9%	27	-1%
C=C(C)C1CC=C(C)/C(=N/NC(=O)c2ccoc2C)C1 (stereo not given)	/	/	23	0%
CC(C)c1ccccc1-n1c(SCc2cc(=O)oc3ccc4ccccc4c23)nnc1-c1cccnc1	3	/	?	-1%
Cc1cc(C)n2nc(SCC(=O)c3cc(C)n(-c4cc(C)on4)c3C)nc2n1	-10	0%	3	-3%
CCOC(=O)C1CCN(S(=O)(=O)c2cc(Br)cc3c2N(C(C)=O)C(C)C3)CC1 (stereo not given)	0	0%	26	-1%
COc1cc(OC)c(NC(=S)Nc2cc(Cl)cc(Cl)c2)cc1Cl	/	/	-26	-15%
COCCN=c1scc(-c2cccs2)n1/N=C/c1ccc(O)c(O)c1O	5	/	?	?
Cc1[nH]n2c(=O)c3c(nc2c1-c1cccc2ccccc12)CCC3	1	-2%	17	-2%
Cc1ccsc1/C=N/N1CCN(C2c3ccccc3-c3ccccc32)CC1	6	7%	58	0%
S=C(Nc1ccc2nsnc2c1)N1CCCCC1	/	/	-18	-1%
CC(/C=C/C(=O)c1ccc(C)cc1)=C\c1ccccc1	5	8%	-1	-12%
COc1ccc(NC(=O)C(NS(=O)(=O)c2ccc3c(c2)CCCN3C(C)=O)C(C)C)c(OC)c1 (stereo not given)	2	-13%	-3	-11%
Cc1ccc(S(=O)(=O)NCCOCCNS(=O)(=O)c2ccc(C)cc2)cc1	1	-6%	-16	-9%
COc1ccc(C(=O)Nc2ccccc2)cc1S(=O)(=O)Nc1cc(C)on1	-2[1.84 µM]	-11%[11.4 µM]	35	0%
O=C1c2ccccc2C(Cc2ccnc(F)c2)(Cc2ccnc(F)c2)c2ccccc21	/	-2%	/	-3%
C[C@H]1C(c2ccc(F)cc2)=NN(c2ccccc2)[C@@H]1CO	/	-24%[0.0915 µM]	/	-2%[0.00818 µM]
CCC(=O)Nc1nnc(C)s1	2	/	-106*	3%
N/C(=N\OC(=O)c1cccc(Cl)c1)c1ccccn1	/	/	?	1%
Cc1cccnc1NC(=O)c1c(O)c2cccc3c2n(c1=O)CCC3	0	43%[activator]	16	-12%
CCN(C(=O)Cn1c(=O)oc2ccccc21)C1CCS(=O)(=O)C1 (stereo not given)	5	1%	21	13%
CC1CCN(CCCNC(=O)C2CCN(S(=O)(=O)N3CCCCC3)CC2)CC1	0	0%	39	5%
O=C(CSc1nc(-c2ccco2)cc(C(F)(F)F)n1)N1CCN(c2ccc(Cl)cc2)CC1	-13	/	-27	-2%
Cc1occc1-c1nnc(SCC(=O)N(C)C)o1	0	8%	25	7%
Cc1cccc(Sc2ccc([N+](=O)[O-])cn2)c1	/	/	-15	1%
N#Cc1nc(Cc2cccc3ccccc23)oc1NCc1ccc(F)cc1	8	-9%	25	-11%
N#Cc1nc(-c2cccs2)oc1NCc1ccc2c(c1)OCO2	?	-23%	7	-9%
COc1ccc(C)cc1NC(=O)CN1CCN(CC(=O)Nc2ccccc2F)CC1	6	-9%	?	1%
COC(=O)Cn1c(=NC(=O)c2cccc(OC)c2)sc2cc(OC)ccc21	-2	/	-18	0%
O=c1[nH]c2cc3c(cc2cc1CN(Cc1nnnn1C1CCCC1)C1CCCC1)OCCO3	0	-5%	-18	1%
COC(=O)Cn1c2[n+](c3ccccc31)CC(O)CS2 (stereo not given)	7	/	?	6%
CCN(CC)CCCNC(=O)C1CCCN(c2nnc(N3CCCC3=O)s2)C1 (stereo not given)	-2	5%	7	5%
CCC(=O)Nc1cccc(NC(=O)c2cccc([N+](=O)[O-])c2C)c1	/	/	-20	1%
COc1ccc(-c2nnc(SCC(=O)c3ccc[nH]3)o2)cc1	-5	-7%	19	3%
OC1C2(Cc3ccccc3)CN3CCN(C2)CC1(Cc1ccccc1)C3 (stereo not given)	1	13%	18	-1%
Cc1csc(NC(=O)CN2C(=O)C3CC=CCC3C2=O)n1 (stereo not given)	-4	-1%	18	1%
O=C(C1CCCN(S(=O)(=O)c2cccc3nonc23)C1)N1CCN(c2ccccc2Cl)CC1 (stereo not given)	-2	/	-21	4%
COc1ccccc1-c1cc(C(=O)N/N=C/c2sccc2C)c2ccccc2n1	-1	-8%	11	-7%
CCOC(=O)C1=C(CSc2nccn2C)NC(=O)NC1c1ccc(OC)cc1 (stereo not given)	1	7%	30	-2%
COc1ccc2nc(NC(=O)CSc3nnc4n3C(C)(C)Cc3ccccc3-4)sc2c1	11	2%	5	0%
Cc1sc2nc(-c3cccnc3)nc(Cl)c2c1-c1ccccc1	/	/	5	-4%
CCC1(C)Cc2ccccc2-c2nc(NCCO)n(-c3ccccc3)c(=O)c21 (stereo not given)	-1	/	35	2%
Cc1cc(C(=O)N/N=C/c2ccc[nH]2)no1	/	/	-2	2%
CCN1C(=O)CC(Sc2ccccc2C(=O)O)C1=O (stereo not given)	-4	-2%	?	-4%
Cc1nc(C#N)c(NCc2ccc3c(c2)OCO3)o1	9	-3%	-18	-5%
Brc1ccc2[nH]c3c(N4CCc5ccccc5C4)ncnc3c2c1	15	33%[activator]	3	?
O=C(CN(CCc1ccccc1)C(=O)CN1C(=O)COc2ccccc21)NCc1ccco1	-1	-14%	3	6%
O=c1[nH]c2ccccc2n2c(-c3ccncc3)nnc12	10	-12%	89	-3%
CCOc1ccc(CCNC(=O)CSc2cc(=O)n(CC)c3ccccc23)cc1OCC	/	/	16	-1%
CCN(CC)CCCN(Cc1cc2cc(OC)ccc2[nH]c1=O)C(=O)Nc1ccc(F)cc1	3	24%	22	-4%

An excerpt, so the mix of outcomes need not match the whole.
